NCI-60 one-dose screen, 48 h, at 10 µM unless noted. Numbers give growth in % (100 = growth as untreated, 0 = no growth, -100 = all killed).
PC-3: PC-3 prostate cancer cells | 3.9% of 80,000 active | AID 1794754
U251: U251 CNS tumor cells. 5.4% of 80,000 active
HCC-2998: HCC-2998 colon cancer | 4.7% of 79,000 active
SNB-75: SNB-75 CNS cancer | 5% of 79,000 active
DU-145: DU-145 prostate cancer; 4.2% of 81,000 active; AID 1794760
SF-268: SF-268 CNS cancer cells; 3.1% of 82,000 active
SNB-19: SNB-19 CNS cancer cells. 2.5% of 81,000 active. AID 1794751
SF-539: SF-539 CNS cancer; 6.8% of 81,000 active; AID 1794752
SF-295: SF-295 CNS cancer cells; 5.6% of 79,000 active
The depositor's hits bear a star; x = not tested or not shown; [ ] = another dose, or the depositor's remark. How the source made its calls: active means growth percent below 10; inactive means the rest. Compounds as they come (roughly 9.9% active in at least one column).

cpd	Compound	PC-3	U251	HCC-2998	SNB-75	DU-145	SF-268	SNB-19	SF-539	SF-295
1	COC(=O)/C=C/CNC(=O)c1ccc(C(=O)/C=C\C(C)=O)cc1	102.4	96.3	114.3	72.4	104.6	102.6	93.4	96.3	105.7
2	CCOC(=O)C(Nc1ccc(F)cc1)c1ccc(NC)cc1 (configuration not stated)	99.7	92.2	94.0	85.7	110.6	105.1	104.3	x	109.3
3	COc1ccc(-c2nc3sc(C)cn3c2/C=C\c2cc(OC)c(OC)c(OC)c2)cc1	56.9	83.9	74.2	70.9	101.0	74.4	83.3	87.4	71.1
4	C=C(C)COC(=O)CC(C)=O	99.0	107.4	108.1	100.1	107.9	99.9	110.7	110.8	119.1
5	Cc1cnc(CSc2nc(-c3ccc(F)cc3)cn2-c2ccc(Cl)cc2)c(C)c1	86.0	103.2	101.3	103.9	99.1	95.5	100.2	104.2	106.8
6	CCCCCCCCCCCCCCCCNC(=S)N/N=C/c1ccccc1O	72.2	76.8	98.1	84.6	96.8	84.0	96.1	96.5	96.5
7	[O-]/[N+](=N\Nc1ccc(Cl)cc1)c1ccccc1	92.6	78.1	100.2	101.4	107.9	86.2	90.9	93.4	x
8	C=CC1CCCCC1=O (configuration not stated)	91.4	105.5	94.9	86.9	110.5	113.3	102.7	102.0	113.0
9	O=C(C#Cc1ccccc1)c1ccccc1	103.2	115.5	106.9	119.3	108.1	103.0	108.3	106.1	89.7
10	CC(=N/O)/C(C)=C/c1ccccc1	84.0	97.8	111.0	87.3	105.4	102.3	103.4	100.9	106.5
11	Oc1ccccc1CNC1CCCCC1	93.8	103.2	98.2	92.4	x	x	93.3	92.5	110.1
12	CC(=O)n1cc(/C=C2\N=C(c3ccccc3)N(c3ccc(S(=O)(=O)Nc4nccs4)cc3)C2=O)c2ccccc21	95.8	83.9	108.9	89.8	103.1	97.3	79.2	98.5	96.2
13	Cc1ccc(NC(=O)N(CCCl)N=O)cc1NC(=O)N(CCCl)N=O	79.6	80.8	112.6	73.1	110.3	85.9	89.9	84.8	84.8
14	Cc1cc(C(O)CN(CCCC(C)C)CCCC(C)C)cc2c1ccc1cc(C(C)C)ccc12 (configuration not stated)	77.8	101.5	103.3	x	109.9	103.7	96.1	101.6	109.3
15	Cc1c[nH]c(=O)n(Cc2nnc(CCC(=O)c3nc4ccccc4[nH]3)o2)c1=O	19.3	16.6	-27.9*	-33.0*	-35.3*	36.6	33.2	-15.2*	21.5
16	CCCCCNCCO	93.9	109.2	101.0	x	111.1	105.0	110.0	121.4	125.5
17	O=C(Nc1ccccc1)SC1CCCCC1	104.1	85.8	108.9	88.9	117.7	102.3	98.7	95.3	92.1
18	CCOc1ccccc1CC(O)CN(CC)CC (configuration not stated)	85.2	98.4	106.2	101.6	108.5	99.4	100.2	101.9	104.9
19	Cc1nc2ccc(Nc3nc(NCCN)nc(Nc4ccc(F)cc4)n3)cc2n1Cc1ccccc1	73.0	53.5	100.0	80.0	91.4	80.8	89.9	99.8	88.4
20	COc1cc(OC)c(S(N)(=O)=O)cc1C(=O)/C=C/c1ccc(Cl)cc1	28.2	3.7*	1.4*	27.1	5.0*	6.8*	15.8	0.1*	1.1*
21	COc1cccc(C2SC(C)C(=O)N2CCc2cccs2)c1 (configuration not stated)	27.0	50.8	63.6	54.6	84.9	67.1	66.4	79.2	35.0
22	O=C1CC2CC1C1C=CCC21 (configuration not stated)	105.3	95.6	99.6	97.0	109.8	102.8	102.0	102.7	98.8
23	CCOC(=O)c1ccccc1NC(=O)C(C)N1CCOCC1 (configuration not stated)	78.9	99.8	101.9	107.9	112.0	101.0	100.9	102.0	103.6
24	Cc1cc(N=Nc2ccccc2)ccc1O	79.9	98.0	x	81.8	115.4	79.5	90.4	84.9	112.3
25	c1coc(CNc2ccnc(Nc3ccc(OCCN4CCCC4)cc3)n2)c1	83.1	86.1	99.9	x	89.8	74.5	92.9	77.9	93.8

The final three entries of the section before come first, to join the parts.
cpd	Compound	PC-3	U251	HCC-2998	SNB-75	DU-145	SF-268	SNB-19	SF-539	SF-295
23	CCOC(=O)c1ccccc1NC(=O)C(C)N1CCOCC1 (configuration not stated)	78.9	99.8	101.9	107.9	112.0	101.0	100.9	102.0	103.6
24	Cc1cc(N=Nc2ccccc2)ccc1O	79.9	98.0	x	81.8	115.4	79.5	90.4	84.9	112.3
25	c1coc(CNc2ccnc(Nc3ccc(OCCN4CCCC4)cc3)n2)c1	83.1	86.1	99.9	x	89.8	74.5	92.9	77.9	93.8
26	CC(=O)NC(O)C(Cl)Cl (configuration not stated)	96.4	91.4	98.4	102.7	99.2	95.0	106.3	90.6	93.6
27	Cc1cc(C)nc(NS(=O)(=O)c2ccc(Nc3nc(C)c4c(=O)[nH]c(NCc5ccccc5)nc4n3)cc2)n1	93.2	80.1	108.4	56.9	113.7	93.0	87.5	111.7	143.6
28	CCOC(=O)CC(C)C(F)(F)F (configuration not stated)	100.0	101.2	107.3	108.9	106.3	105.5	112.0	105.9	100.8
29	C=CSC(=S)Sc1ccccc1	105.4	x	96.9	86.3	101.9	97.0	110.4	95.6	x
30	Cc1nn(CCO)c(C)c1N=[N+]([O-])c1c(C)nn(CCO)c1C	76.6	69.6	108.9	52.4	-9.0*	81.3	98.2	89.1	100.0
31	CC(=O)NC(C)C(=O)NC1CCCCCC1 (configuration not stated)	95.8	109.3	94.6	86.2	106.3	93.9	102.5	99.0	101.1
32	c1ccc2nc(-c3ccc4ccccc4n3)ccc2c1	84.5	95.8	100.9	85.6	106.3	95.9	104.8	88.3	93.5
33	COc1cccc(/C=N/N=C(N)N)c1	97.2	103.5	107.0	89.9	101.5	100.7	101.1	84.5	x
34	CC(C)N=C(N/C(N)=N/c1nc2ccccc2s1)NC(C)C	64.0	57.6	76.9	x	85.6	81.3	48.2	52.3	43.8
35	COc1ccc2nc3cc(Cl)ccc3c(C#N)c2c1	x	96.4	134.1	95.1	101.7	92.8	x	91.3	116.7
36	O=C1CCc2c(sc3[nH]c(=S)n(Cc4ccccc4)c(=O)c23)C1	13.9	8.1*	23.9	x	64.1	19.4	11.8	-12.6*	-13.9*
37	CN1CCN(Cc2ccc(C(=O)Nc3ccc4ccccc4c3)cc2)CC1	76.8	81.0	101.3	84.8	89.4	88.2	99.3	91.8	84.1
38	NCC(Cc1ccccc1)c1ccccc1 (configuration not stated)	86.9	100.0	109.7	82.8	107.8	98.3	x	110.7	104.6
39	C=CCCCCCCCCC(=O)OCc1ccc2c(c1)OCO2	93.6	94.0	108.6	92.4	x	106.7	98.2	95.3	98.2
40	O=C(Nc1ccncc1)C(=O)c1cn(S(=O)(=O)c2ccc(Br)s2)c2ccccc12	76.5	89.3	x	92.8	102.4	103.3	91.1	91.7	58.4
41	C=C1C(=O)O[C@H]2[C@H]1CC/C(CNC(=O)C(C)c1ccc(CC(C)C)cc1)=C\CC[C@@]1(C)O[C@@H]21 (some centres not stated)	16.6	45.2	-5.6*	64.5	16.4	43.9	48.9	-74.8*	75.9
42	COc1ccc(-n2c(C(O)c3ccccc3)nn(CN3CCOCC3)c2=S)cc1 (configuration not stated)	100.5	95.2	105.7	87.4	108.7	102.9	92.7	101.8	79.7
43	COc1cc(C(=O)O)ccc1OC(C)=O	94.2	94.8	85.7	72.6	96.3	119.7	105.3	93.7	92.5
44	COC(=O)c1ccc(C)nc1	98.4	103.5	98.9	103.7	109.9	110.8	105.7	103.3	103.8
45	C=C(C)[C@@H]1CC[C@]2(CO)CC[C@]3(C)[C@H](CC[C@@H]4[C@@](C)(CCCO)[C@H](C(=C)C)CC[C@]43C)[C@@H]12	36.6	64.3	58.4	73.3	63.0	73.8	77.9	75.9	53.7
46	N=C(N)c1ccc(Oc2ccc3ccc(=O)oc3c2)cc1	93.7	92.2	103.6	111.4	140.9	109.8	99.4	99.6	94.0
47	Cc1cc(=O)oc2cc(OC(=O)CN(C)C)ccc12	95.7	101.7	111.9	98.8	104.9	96.8	97.7	97.2	103.0
48	CN1CCN(C(=S)SCC(=O)NC(=O)c2ccccc2)CC1	91.8	101.0	103.7	97.7	103.0	102.4	99.2	104.7	101.3
49	Cc1cccc2cc(-c3cc(-c4ccccc4)nc(=O)[nH]3)c(Cl)nc12	77.6	62.6	102.4	89.1	91.7	96.3	68.0	78.1	76.0
50	O=C1OC2(OC(=O)c3ccccc32)Oc2cc(C(F)(F)F)ccc21 (configuration not stated)	86.0	110.3	93.7	83.6	103.7	90.9	101.9	97.5	100.0

Part of the list above, with each value named.
43. COc1cc(C(=O)O)ccc1OC(C)=O
  PC-3: 94.2	U251: 94.8	HCC-2998: 85.7	SNB-75: 72.6	DU-145: 96.3	SF-268: 119.7	SNB-19: 105.3	SF-539: 93.7	SF-295: 92.5
44. COC(=O)c1ccc(C)nc1
  PC-3: 98.4	U251: 103.5	HCC-2998: 98.9	SNB-75: 103.7	DU-145: 109.9	SF-268: 110.8	SNB-19: 105.7	SF-539: 103.3	SF-295: 103.8
45. C=C(C)[C@@H]1CC[C@]2(CO)CC[C@]3(C)[C@H](CC[C@@H]4[C@@](C)(CCCO)[C@H](C(=C)C)CC[C@]43C)[C@@H]12
  PC-3: 36.6	U251: 64.3	HCC-2998: 58.4	SNB-75: 73.3	DU-145: 63.0	SF-268: 73.8	SNB-19: 77.9	SF-539: 75.9	SF-295: 53.7

(list continues)
cpd	Compound	PC-3	U251	HCC-2998	SNB-75	DU-145	SF-268	SNB-19	SF-539	SF-295
51	CC1(C=O)NC(=O)NC1=O (configuration not stated)	88.0	82.0	94.7	92.8	110.7	100.6	102.7	103.0	102.9
52	C[C@H]1[C@H]2[C@H]3CC[C@@H]4[C@@]5(C)CC[C@H](O)C(C)(C)[C@@H]5CC[C@@]4(C)[C@]3(C)CC[C@]23CO[C@]1(C)[C@@H](C(=O)/C=C\c1cccnc1)C3	21.3	58.6	69.9	72.8	73.9	81.9	71.6	77.8	79.9
53	O=S(=O)(Oc1ccc(-c2cn3ccsc3n2)cc1)c1ccc(Cl)c(Cl)c1	101.2	97.9	112.3	103.1	99.3	101.1	91.1	103.8	92.2
54	Cc1cccc(C(=O)N(C(=O)c2cccc(C)c2)N(C)C)c1	91.5	104.5	99.4	87.4	109.5	100.9	95.3	96.4	136.7
55	O=C1C(Cl)=C(Nc2ccc(S(=O)(=O)c3ccc(NC4=C(Cl)C(=O)c5ccccc5C4=O)cc3)cc2)C(=O)c2ccccc21	15.8	5.7*	47.1	57.7	-15.1*	-56.3*	44.8	1.4*	34.1
56	O=C(/C=C\C=C\c1ccccc1)c1ccc([N+](=O)[O-])cc1	97.8	94.8	106.4	101.1	104.7	92.2	101.4	97.2	107.8
57	Cc1nccc2c3ccc(OCc4cn(-c5ccc(Br)cc5)nn4)cc3n(CC(C)C)c12	30.7	36.9	70.3	89.5	76.0	68.4	59.6	61.4	40.0
58	Cn1ccnc1C(=O)C(=O)Nc1ccc(CC(=O)Nc2ccccc2)cc1	107.1	108.4	106.4	92.2	104.4	96.7	96.5	99.4	106.1
59	O=NN(Cc1cccnc1)C(=O)NC1CCCCC1	98.7	97.4	106.6	84.7	115.8	106.1	101.9	96.2	80.7
60	C=CCn1cc(-c2nc3ccccc3s2)c2cc(-c3ccc4c5c(cccc35)C(=O)N(c3ccc(F)cc3)C4=O)ccc21	90.9	104.5	108.3	x	103.3	92.6	100.6	101.7	100.2
61	COc1ccc(C2CC(=O)Nc3ncn(-c4ccc(F)cc4)c32)cc1O (configuration not stated)	84.9	91.4	105.4	99.4	105.2	92.8	103.1	105.3	105.6
62	O=C1OC2C(I)C3CC1C2C3 (configuration not stated)	101.5	97.5	105.8	92.1	112.4	116.5	98.2	106.6	103.2
63	OC(CBr)C(O)C(O)C(O)CBr (configuration not stated)	96.0	99.8	101.0	101.7	114.2	101.3	112.2	103.8	104.7
64	CCOC(=O)c1c(-c2cc(OC)c(OC)c(OC)c2)csc1N	88.6	97.2	x	84.2	101.3	94.5	107.7	94.7	65.4
65	COc1cc(CC2Sc3nc4ccccc4n3C2=O)cc(I)c1O (configuration not stated)	95.3	101.2	106.2	114.6	102.4	99.5	108.1	112.5	88.2
66	O=NC1C(Cl)C2CC1C1COCC21 (configuration not stated)	102.7	103.2	101.9	87.5	110.6	106.2	108.9	101.2	98.9
67	N#Cc1c(Nc2ccc(Cl)cc2)nn2c(-c3ccc(Br)cc3)c(-c3nc4ccccc4s3)c(N)nc12	103.1	109.7	96.2	85.5	104.4	99.8	99.6	101.8	109.7
68	Oc1ccc(N2CCOCC2)cc1	97.5	100.7	90.3	91.8	105.2	105.3	100.6	94.4	96.8
69	O=C1c2cccc3c([N+](=O)[O-])ccc(c23)C(=O)N1CCCCl	-90.8*[100 µM]	-97.4*[100 µM]	-91.9*[100 µM]	-98.6*[100 µM]	-82.1*[100 µM]	-78.9*[100 µM]	-97.8*[100 µM]	x	-92.0*[100 µM]
70	N#CC1=C(N)OC2=C(C(=O)CCC2)C1c1cccs1 (configuration not stated)	101.1	98.1	109.2	91.5	104.5	104.8	96.8	99.8	97.6
71	COc1ccc(-c2nn(-c3ccccc3)cc2C2SCC(=O)N2c2ccccc2)cc1OC (configuration not stated)	99.8	100.7	113.9	105.3	118.8	111.4	101.2	103.0	103.2
72	O=C1/C(=C\c2cccn2Cc2ccc(Cl)cc2)c2ccccc2N1c1c(Cl)cccc1Cl	57.5	75.6	79.8	82.2	105.2	88.1	87.8	88.8	87.7
73	O=S=NCCCCl	88.9	99.0	93.8	87.5	121.1	104.0	103.4	99.6	x
74	Cc1ccc2nc(NC(=O)CSc3nc(Cl)c(C#N)c(-c4ccccc4)n3)sc2c1	89.5	99.1	108.2	95.9	112.6	110.6	96.0	102.2	101.3

Screens: PubChem, NCI
